Screening results from PubChem.
NCI-60 one-dose screen, 48 h, at 10 µM unless noted. Numbers give growth in % (100 = growth as untreated, 0 = no growth, -100 = all killed).
PC-3: PC-3 prostate cancer cells; 80,000 compounds, 3.9% hits; AID 1794754
OVCAR-8: OVCAR-8 ovarian cancer; 81,000 compounds, 4.4% hits; AID 1794782
OVCAR-3: OVCAR-3 ovarian cancer | 79,000 compounds, 7% hits | AID 1794787
OVCAR-5: OVCAR-5 ovarian cancer | 82,000 compounds, 2.9% hits | AID 1794783
DU-145: DU-145 prostate cancer; 81,000 compounds, 4.2% hits
OVCAR-4: OVCAR-4 ovarian cancer cells; 80,000 compounds, 3.7% hits
SK-OV-3: SK-OV-3 ovarian cancer cells | 80,000 compounds, 3.2% hits
SF-268: SF-268 CNS cancer cells; 82,000 compounds, 3.1% hits
U251: U251 CNS tumor cells. AID 1794753. 80,000 compounds, 5.4% hits
Starred values were filed as active, the others as inactive; . = no result given. How the source made its calls: active means growth percent below 10; inactive means the rest. Compounds as they come; 9.5% or so of the library scored in one or more.

cpd	mol	PC-3	OVCAR-8	OVCAR-3	OVCAR-5	DU-145	OVCAR-4	SK-OV-3	SF-268	U251
1	CSC(=O)NNC(=O)c1ccncc1	90.4	101.0	109.9	100.0	111.9	.	118.1	110.3	101.9
2	C[C@@H]1O[C@@H](OC[C@H]2OC(Oc3c(-c4ccc(OCCO)c(OCCO)c4)oc4cc(OCCO)cc(O)c4c3=O)[C@H](O)[C@@H](O)[C@@H]2O)[C@H](O)[C@H](O)[C@H]1O (stereo not given in full)	94.1	107.5	102.0	94.2	112.5	.	108.1	103.8	97.0
3	O=C1NC(=O)C(CC(=O)n2cnc3ccccc32)C(=O)N1	99.7	96.8	111.9	95.2	111.2	100.0	101.6	94.3	.
4	Clc1ccc2c(c1)C(Br)c1cc(Cl)cc(Cl)c1-2 (stereo not given)	82.6	101.1	91.7	84.4	109.2	88.5	80.0	98.3	79.5
5	COc1cc(C(=O)/C=C/c2cc(C(=O)c3cc(OC)c(OC)c(OC)c3)ccc2OC)ccc1N	-20.6*	4.2*	-53.0*	-54.1*	26.7	.	32.5	-28.1*	-79.9*
6	Cc1ccccc1NC(=O)CNCC(C)C	78.6	106.2	104.2	104.6	104.6	104.0	103.7	99.2	106.8
7	COc1ccc(NC(=O)NNC(=O)c2ccncc2)cc1	103.1	109.3	111.7	108.8	107.6	109.0	109.4	104.4	105.9
8	Cc1cn([C@]2(CF)O[C@H](CO)C2C)c(=O)[nH]c1=O (stereo not given in full)	117.1	110.1	.	94.5	124.2	113.0	122.4	112.3	103.2
9	Cc1c2c(cc3c1OCN(Cc1ccccc1)C3)OCN(Cc1ccccc1)C2	87.8	102.6	104.5	110.5	101.8	92.9	100.2	92.4	107.3
10	O=c1[nH]cnc2c1ncn2C1O[C@H](CO)[C@@H](O)[C@H]1O (stereo not given in full)	99.7	104.5	121.0	111.2	122.1	110.5	115.5	109.4	96.9
11	COC1/C=C/OC2(C)Oc3c(C)c(O)c4c(O)c(c(C=NOC(c5ccccc5)c5ccccc5)c(O)c4c3C2=O)NC(=O)/C(C)=C/C=C/C(C)C(O)C(C)C(O)C(C)C(OC(C)=O)C1C (stereo not given)	9.8*	24.8	11.9	38.1	37.9	15.2	-34.0*	44.2	10.4
12	C1CCC(NC2=NCCO2)CC1	100.4	115.5	113.6	101.0	111.3	110.1	106.4	.	106.1
13	Cc1ccc2c(C3C(C#N)=C(N)Oc4cc5ccccc5cc43)cc(=O)oc2c1 (stereo not given)	18.8	24.5	-4.7*	49.7	16.0	67.6	28.3	54.6	23.5
14	COC(=O)[C@]12CCC(C)(C)C[C@@H]1C1=CC[C@@H]3[C@@]4(C)CC[C@H](N=Cc5ccccn5)C(C)(C)[C@@H]4CC[C@@]3(C)[C@]1(C)CC2	98.8	113.9	138.2	109.3	117.1	106.0	98.6	121.7	104.8
15	N#Cc1c(N)sc(=S)c2c1CCCC2	100.3	103.5	112.7	108.1	113.4	102.3	103.0	104.3	107.0

The results go on:
cpd	mol	PC-3	OVCAR-8	OVCAR-3	OVCAR-5	DU-145	OVCAR-4	SK-OV-3	SF-268	U251
16	O=C(CN1CCNCC1)Nc1cccc(-c2cc3ccccc3[nH]2)c1	53.3	81.8	72.4	92.6	88.3	62.1	98.5	70.4	74.6
17	NCCOc1ncccc1/C=C1\c2ccccc2-c2ccc(F)cc21	42.5	14.9	36.7	32.1	7.8*	43.3	.	23.2	8.0*
18	C[C@@H]1N=C(c2ccc3ncccc3c2)Nc2nc3ccccn3c2C1=O	102.1	96.9	104.4	101.1	106.6	93.8	.	99.0	99.5
19	CCn1c(=S)[nH]c2ccccc2c1=O	111.7	97.2	116.9	93.2	121.0	91.6	104.1	116.4	98.2
20	CSc1nc(-c2ccc(C)cc2)[nH]c1S(=O)(=O)c1ccccc1	64.5	93.0	102.9	112.4	109.6	78.6	80.9	98.1	92.1
21	O=C1CN(CN2CCCCC2)C(=O)CN1CN1CCCCC1	103.4	104.8	111.6	102.9	113.9	108.1	95.3	102.1	108.4
22	N#CC1=C(N)OC2=C(C(=O)c3ccccc3C2=O)C1c1ccsc1 (stereo not given)	92.0	104.3	107.4	110.3	104.7	95.7	99.4	98.7	112.8
23	CCCOC(=O)CC(CC(=O)OCCC)C(=O)OCCC	97.4	105.7	118.4	102.2	111.5	104.7	105.8	107.2	104.0
24	O=C(C1=Cc2cccn2Cc2cnnn21)c1ccc(O)cc1	95.7	100.7	105.5	103.8	108.7	96.2	100.3	95.9	100.3
25	O=C(O)c1cc(-c2ccccc2)nc2ccccc12	93.5	103.8	121.8	107.4	115.8	105.3	108.0	119.5	107.9
26	CCCCC(C(O)c1ccccc1)N1CCOCC1 (stereo not given)	103.1	111.3	106.7	118.1	105.4	.	100.2	105.9	99.2
27	CS(=O)(=O)c1ccc(C(=O)N/N=C/c2cccc(O)c2)cc1	93.6	99.6	.	97.7	115.1	109.5	95.1	102.2	95.2
28	CN1C(=O)C(=Cc2cn(CC(O)CN3CCOCC3)c3ccccc23)C(=O)N(C)C1=O (stereo not given)	99.0	103.9	110.0	100.7	114.5	83.7	117.5	98.9	96.1
29	CC(C)(C)OC(=O)n1cc(-c2nc(-c3c[nH]c4c(Cl)nccc34)cs2)c2cc(Br)ccc21	86.3	72.9	107.0	104.6	95.9	88.3	104.5	89.6	81.2
30	COc1cc(C2SCC(=O)N2c2ccc(C)cc2)ccc1OCC(=O)Nc1ccc(C(C)=O)cc1 (stereo not given)	90.7	100.8	118.4	103.0	107.0	108.5	110.2	98.4	104.8

Part of the list above in order of count of non-hydrogen atoms, ascending.
cpd	mol	PC-3	OVCAR-8	OVCAR-3	OVCAR-5	DU-145	OVCAR-4	SK-OV-3	SF-268	U251
26	CCCCC(C(O)c1ccccc1)N1CCOCC1 (stereo not given)	103.1	111.3	106.7	118.1	105.4	.	100.2	105.9	99.2
23	CCCOC(=O)CC(CC(=O)OCCC)C(=O)OCCC	97.4	105.7	118.4	102.2	111.5	104.7	105.8	107.2	104.0
27	CS(=O)(=O)c1ccc(C(=O)N/N=C/c2cccc(O)c2)cc1	93.6	99.6	.	97.7	115.1	109.5	95.1	102.2	95.2
16	O=C(CN1CCNCC1)Nc1cccc(-c2cc3ccccc3[nH]2)c1	53.3	81.8	72.4	92.6	88.3	62.1	98.5	70.4	74.6
29	CC(C)(C)OC(=O)n1cc(-c2nc(-c3c[nH]c4c(Cl)nccc34)cs2)c2cc(Br)ccc21	86.3	72.9	107.0	104.6	95.9	88.3	104.5	89.6	81.2

(more compounds)
cpd	mol	PC-3	OVCAR-8	OVCAR-3	OVCAR-5	DU-145	OVCAR-4	SK-OV-3	SF-268	U251
31	COc1cc(COC(=O)CCCCC[P+](c2ccccc2)(c2ccccc2)c2ccccc2)c(OC)c2c1OCO2	44.9	64.4	48.7	76.9	83.5	41.2	76.6	75.1	56.8
32	O=C(CSc1n[nH]c(-c2ccncc2)n1)c1ccc(Cl)cc1	94.8	100.7	107.8	104.2	101.1	89.8	103.9	93.5	90.7
33	O=P(NC1CCCCC1)(c1ccccc1)c1ccccc1	103.9	106.9	111.5	95.5	103.5	106.6	109.0	101.8	100.5
34	Cc1ccc(-c2cc(-c3ccc(Cl)cc3)nc(NC(=O)c3ccncc3)n2)cc1	85.9	99.5	99.4	102.1	99.6	97.2	91.4	87.3	92.5
35	CC(=O)OC[C@H]1OC(Sc2sc(C(=O)c3ccc(Br)cc3)c(N)c2-c2nc3ccccc3s2)[C@H](OC(C)=O)[C@@H](OC(C)=O)[C@H]1OC(C)=O (stereo not given in full)	70.8	80.3	67.1	104.6	109.8	46.9	57.3	93.0	96.2
36	COc1cc2c(cc1OC)C(Cc1cc(OC)c(OC)cc1[N+](=O)[O-])=NCC2	69.2	98.0	95.4	73.6	100.5	91.6	89.8	90.0	77.4
37	CCCCCCCCCCCCCCCCN=Cc1cc(Cl)ccc1O	76.1	99.1	100.9	100.2	100.5	93.8	86.9	100.7	97.1
38	CCOC(=O)c1cc2c(n1Cc1cccc(OC)c1)-c1oncc1CCC2	38.8	33.4	-8.4*	72.8	23.3	54.3	20.7	38.8	27.3
39	O=C(O)c1cccc2c1C(=O)c1cccc3snc-2c13	.	102.3	100.6	96.3	104.3	94.7	88.4	99.4	99.2
40	CC(=O)Nc1cccc(C[P+](c2ccccc2)(c2ccccc2)c2ccccc2)c1	74.9	94.7	70.8	87.6	93.1	74.4	87.4	91.6	91.0
41	CC1(C)Cc2c(C#N)c(N)c3c(c2CO1)C(=O)OC3=O	96.7	98.5	112.2	100.4	.	114.8	104.6	100.5	96.9
42	CNC1(C#N)CCN(Cc2ccccc2)CC1	97.6	113.0	99.9	100.4	112.5	103.3	99.4	100.2	108.1
43	CC(C#N)C(O)(c1ccccc1)c1ccccc1 (stereo not given)	92.9	100.9	111.4	107.5	106.5	96.4	98.8	106.2	96.0
44	CCCCCCC1(c2cccnc2)NC(=O)NC1=O (stereo not given)	89.0	90.8	104.6	109.0	104.5	.	107.9	100.7	102.5
45	CC1=CC2(C)/C=C(C)/C=C\CC(O)/C=C3/C=CC(=C4C(=O)OC2(CC1C)C4=O)OC3 (stereo not given)	-8.1*	0.8*	-100.0*	-57.9*	-85.4*	-40.6*	94.6	-22.4*	-50.2*

Carrying on.
cpd	mol	PC-3	OVCAR-8	OVCAR-3	OVCAR-5	DU-145	OVCAR-4	SK-OV-3	SF-268	U251
46	CCN1CCN(c2nc(C)cc(N(CCCNc3ccnc4cc(Cl)ccc34)Cc3ccccn3)n2)CC1	65.3	86.3	82.1	104.0	79.1	68.6	103.6	71.8	69.2
47	O=C1c2cc([N+](=O)[O-])ccc2-c2cc(Br)c(N=C(NO)C(F)(F)F)cc21	69.4	104.5	85.2	105.4	85.1	91.2	88.3	100.4	83.2
48	NC(=O)n1cccc1	86.9	82.9	112.4	114.1	113.6	111.7	92.8	105.6	90.4
49	COc1ccc(/C=C/C(=O)c2cc3c(N)c(C(=O)Nc4ccccc4C)sc3nc2C)cc1	25.0	6.2*	1.2*	36.6	13.0	54.0	21.2	32.3	9.4*
50	CCN(C(=O)CN1CCN(c2cc(=O)n(-c3ccccc3)c3ccccc23)CC1)c1ccccc1	75.2	89.4	103.6	108.8	95.1	66.1	130.9	105.0	101.5
51	COC(=O)c1ccc(NC(=O)CSc2nc3ccccc3c(=O)n2-c2ccccc2)cc1	103.1	100.8	92.6	94.7	108.2	90.6	.	92.0	102.0
52	O=C(Cn1cc(COc2ncnc3c2cnn3-c2ccccc2)nn1)Nc1cccc(Cl)c1	95.2	96.2	97.4	92.1	105.1	95.4	.	93.2	100.3
53	COC(=O)c1c(C)[nH]c2c3c(c(O)cc12)[C@H]1C[C@@H]2[C@@]4(C)CCCC(C)(C(=O)OC)[C@@H]4CC[C@@]32C=C1C(C)C (stereo not given in full)	70.3	95.4	82.9	92.5	96.7	71.4	.	86.3	94.1
54	CCCC(C)(C)c1cc(C(C)C)cc(C(C)(C)CCC)c1O	104.6	103.5	114.0	98.1	112.1	94.1	97.7	109.1	.
55	CC1=Nc2cnc(Nc3ccc(OCCN(C)C)cc3)nc2Nc2ccccc21	54.0	80.1	98.2	62.7	60.9	55.7	49.2	75.7	69.7
56	CCCCNS(=O)(=O)c1ccc(OC)c(N)c1	91.5	100.7	116.2	96.1	103.8	105.2	99.7	108.3	96.9
57	Oc1ccc(C(c2ccc(O)cc2)c2ccc(Br)cn2)cc1	-17.1*	2.2*	-37.4*	78.4	47.4	-38.1*	65.4	104.0	86.9
58	Cn1ccnc1C(=O)/C=C/c1ccc(CNC(=O)c2ccc(F)cc2)cc1	23.5	47.1	15.1	17.4	13.2	42.0	77.8	9.4*	17.7
59	COc1cc(CN(CCC(=O)c2ccc(Cl)cc2)Cc2ccccc2)cc(OC)c1OC	101.1	102.5	112.2	107.0	116.4	108.0	105.5	111.5	101.4
60	CCCCS(=O)(=O)NC(=O)Nc1ccc(C)cc1	92.0	101.3	127.2	110.2	119.4	110.6	98.5	108.6	113.6

Exported with values under each structure: entries from further up.
Values run as follows: PC-3	OVCAR-8	OVCAR-3	OVCAR-5	DU-145	OVCAR-4	SK-OV-3	SF-268	U251
[55] CC1=Nc2cnc(Nc3ccc(OCCN(C)C)cc3)nc2Nc2ccccc21
 : 54.0	80.1	98.2	62.7	60.9	55.7	49.2	75.7	69.7
[56] CCCCNS(=O)(=O)c1ccc(OC)c(N)c1
 : 91.5	100.7	116.2	96.1	103.8	105.2	99.7	108.3	96.9
[57] Oc1ccc(C(c2ccc(O)cc2)c2ccc(Br)cn2)cc1
 : -17.1*	2.2*	-37.4*	78.4	47.4	-38.1*	65.4	104.0	86.9

Going on with the list:
cpd	mol	PC-3	OVCAR-8	OVCAR-3	OVCAR-5	DU-145	OVCAR-4	SK-OV-3	SF-268	U251
61	NC(N)=NCC1COC2(CCCCC2)O1 (stereo not given)	93.0	108.6	97.6	97.6	107.6	94.8	103.2	89.8	102.9
62	c1ccc(C2Cc3ccccc3C2=NC2CCCCC2)cc1 (stereo not given)	84.4	107.2	121.1	90.8	115.3	102.0	110.3	101.8	97.9
63	Cc1c(O)cc(-c2csc(N)n2)c(O)c1C	74.0	96.0	115.3	107.5	106.9	105.0	92.9	98.6	101.4
64	CCn1cc(-c2cc(-c3ccc(Cl)cc3)[nH]c(=O)c2C#N)c(-c2ccc(Br)cc2)n1	82.5	80.5	92.7	88.6	96.3	88.2	.	88.6	87.4
65	O=C(OC(CC(F)F)c1ccc2ccccc2c1)c1ccccn1 (stereo not given)	97.6	102.5	111.2	95.7	108.3	.	112.7	102.1	92.1
66	CC(=O)C1=C(C)NC(SCC(=O)Nc2ccc(S(=O)(=O)Nc3cc(C)on3)cc2)=NC1c1ccc(Cl)cc1 (stereo not given)	110.5	107.1	105.2	115.6	107.1	94.9	114.2	102.6	93.3
67	Cn1c(=O)c2[nH]c(CCCCCC(=O)O)nc2n(C)c1=O	98.2	108.0	105.4	101.5	105.6	107.2	102.1	99.2	101.9
